CHOP UPR activ: activators of apoptotic arm of unfolded protein response (CHOP); hit rate 0.34% among 330,000; activation, % at 10 µM; CHO-CHOP luciferase reporter, UPR activation, luminescence; percent of tunicamycin response over DMSO baseline; AID 449763;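 active = at 10 µM dose, activation of 40% or more, normalized to positive control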;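 note: 100% = tunicamycin at 10 µg/mL and 0% = DMSO alone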
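Dosing – one dose, 10 µM in 0.5% DMSO · System – CHO-CHOP cells, stable luciferase reporter of PERK-eIF2a-CHOP signalling · Input – 500 cells/well · Control set – tunicamycin 10 µg/mL final as positive, DMSO-only wells as negative · Timing – 6 h compound treatment, 37 °C · Measure – % activation vs tunicamycin · Technique – luminescence read with Steady-Glo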
tim10-1 inh: tim10-1 yeast growth inhibition; hit rate 2.2% among 330,000; S. cerevisiae tim10-1 ts strain growth, BacTiter-Glo, 24 h; AID 463190; inhibition, % at 20 µM;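 active = inhibition of at least 40%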;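 note: mutant grown at 25 °C; 0% = DMSO wells with yeast and 100% = wells holding no yeast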
NR3A LBD binder: NR3A (human) ligand-binding domain modulation; Tm shift relative to glycine control, % at 25 µM; NR3A LBD differential scanning fluorimetry, Tm shift; 0% = protein alone, 100% = glycine-bound protein; AID 1259313; hit rate 2.5% among 340,000;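 active = melting temperature shift of at least 10% of the positive control shift, at one fixed dose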
Mdm2-MdmX inh: human Mdm2/MdmX binding inhibition | AID 485346 | hit rate 3% among 330,000 | SaOS-2 split-luciferase Mdm2/MdmX complementation, luminescence | inhibition, % at 8 µM;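 active = inhibition of at least 50% at 8 µM in the primary screen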
NALP3 yeast inh: blocks the NALP3 inflammasome reconstituted in yeast. Yeast reconstituted NLRP3/ASC/caspase-1, beta-gal luminescence, 24 h. inhibition, % at 10 µM. hit rate 0.39% among 330,000. AID 2825;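 active = inhibition of 50% or more; inactive = inhibition below 50%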;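 note: plate controls were induced DMSO wells for no effect and uninduced yeast grown without galactose for full effect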
UPR XBP1 act: activators of adaptive arm of unfolded protein response (XBP1) | CHO-XBP1 luciferase reporter, IRE1-XBP1 UPR activation, luminescence; percent of tunicamycin response, DMSO as zero | activation, % at 20 µM | hit rate 0.33% among 330,000 | AID 463104;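 active = versus positive control, 20 µM dose yields 30% or more activation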;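 note: 100% = tunicamycin at 10 µg/mL and 0% = DMSO only wells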
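Material: IRE1-XBP1 luciferase reporter CHO line / Quantity: one thousand reporter cells per well / Buffer or medium: F12 with 10% serum / Compound: 20 µM single concentration, DMSO 1% / Times: 6 h treatment, 37 °C / Detection: Steady-Glo luciferase glow luminescence, 10 min after reagent addition / Benchmarks: tunicamycin high, DMSO low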
tim23-1 inh: inhibits growth of tim23-1 mutant yeast; hit rate 1.3% among 330,000; inhibition, % at 20 µM; S. cerevisiae tim23-1 growth, BacTiter-Glo luminescence, 24 h;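 active = growth inhibition of the mutant yeast at or above 50%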;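 note: temperature-sensitive mutant grown at 25 °C; plate controls were DMSO-treated mutant yeast for no effect and medium wells lacking yeast for full effect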
TIM10 inh: growth inhibitors of TIM10 yeast strain; S. cerevisiae TIM10 strain growth, BacTiter-Glo luminescence, 24 h; inhibition, % at 10 µM; hit rate 1.4% among 330,000; AID 463195;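 active = inhibition of 40% or more at the single tested concentration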;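 note: wild-type TIM10 isogenic control strain grown at permissive 25 °C; 0% = DMSO yeast wells and 100% = minimal medium wells without yeast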
APJ ag: agonists of human APJ apelin receptor | P35414 | CHO-K1 APJ PathHunter beta-arrestin, luminescence; 0% DMSO wells, 100% apelin | activation, % at 20 µM | hit rate 0.11% among 330,000 | AID 2520;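 active = activation more than six SD over the plate average, tested at 20 µM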;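 note: 0% = DMSO alone and 100% = apelin-13 at 10 nM; some results filed as inactive read as strong as hits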
Target sequence (P35414 whole entry, looked up): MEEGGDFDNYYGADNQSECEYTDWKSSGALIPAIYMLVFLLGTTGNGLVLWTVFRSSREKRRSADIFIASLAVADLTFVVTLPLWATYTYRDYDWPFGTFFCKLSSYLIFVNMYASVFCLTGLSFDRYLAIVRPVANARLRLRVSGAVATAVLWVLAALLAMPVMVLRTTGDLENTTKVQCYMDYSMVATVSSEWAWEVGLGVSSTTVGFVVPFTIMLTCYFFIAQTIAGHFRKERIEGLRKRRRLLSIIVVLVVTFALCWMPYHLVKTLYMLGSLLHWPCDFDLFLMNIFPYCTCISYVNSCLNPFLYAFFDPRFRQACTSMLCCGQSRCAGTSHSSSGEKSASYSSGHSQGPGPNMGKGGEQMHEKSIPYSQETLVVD
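assay system = CHO-K1 APJ beta-arrestin complementation cell line | input = cell density 1000 per well | dosing = compound 20 µM once, DMSO 1% | timing = compound 90 min 25 °C, reagent 1 h | measured by = luminescence from split beta-galactosidase complementation, Galacton Star/Emerald II substrate | read-out basis = APJ agonist activity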
The depositor's hits bear a star; · = no result given.

SMILES | CHOP UPR activ | tim10-1 inh | NR3A LBD binder | Mdm2-MdmX inh | NALP3 yeast inh | UPR XBP1 act | tim23-1 inh | TIM10 inh | APJ ag
C=CCC1(C#N)C(=S)NC(C)=C(C(=O)OCC)C1c1ccccc1 (centres undefined) | 1.8 | 22 | -1 | 10 | 11 | 7 | 12 | 12 | -1
CCOC(=O)C1C(=O)Nc2nc3ccccc3n2C1C(C)C (centres undefined) | -3.0 | 3 | -2 | 4 | -11 | 0 | 6 | -5 | -4
N#CCCn1cc(C=C(C#N)C#N)c(-c2ccc(Cl)cc2)n1 | 1.5 | 33 | 1 | -9 | 6 | -1 | 26 | 29 | 1
Cc1ccc(C=Nc2ccccc2C(=O)Nc2ccccc2)cc1 | 0.6 | 15 | -1 | -24 | -5 | -2 | -6 | -12 | -3
CCCN(CC(=O)Nc1ccccc1C)C(=O)C1CCN(c2ncnc3sc(C)c(C)c23)CC1 | -1.6 | -5 | -2 | 38 | 30 | -4 | -3 | -15 | 1
Cc1ccc(S(=O)(=O)N2CCCC(C(=O)Nc3ccc(C(=O)O)cc3)C2)cc1Cl (centres undefined) | -2.4 | -1 | 1 | -21 | -2 | 2 | 7 | -4 | -2
CCn1cc(S(=O)(=O)NCCc2ccc(F)cc2)cn1 | -0.8 | -27 | -1 | 9 | 17 | -1 | -3 | -4 | -8
Cc1csc(NC(=O)c2ccc(S(=O)(=O)N3CCN(C)CC3)cc2)n1 | 6.3 | 15 | -4 | 5 | 28 | 1 | 6 | -17 | 1
CC(=O)N(Cc1ccccc1)Cc1nc2sc(C)c(C)c2c(=O)[nH]1 | 1.7 | 32 | -1 | -13 | -3 | -1 | 23 | 4 | 0
O=C(COc1ccc(S(=O)(=O)N2CCCCC2)cc1)N1CCCCCC1 | 0.3 | -2 | -1 | 17 | 27 | -3 | 3 | -2 | -1
CCN1CCN(CCCN(Cc2ccco2)C(=S)Nc2cccc(Cl)c2C)CC1 | -0.7 | 7 | -1 | 20 | 0 | -1 | 3 | -4 | 5
COC(=O)C1=C(C)N(CCc2ccccc2)C(=O)/C1=C\c1ccco1 | 3.5 | 10 | 19* | 1 | 10 | 0 | 10 | 8 | -3
O=C(CN1CCN(CC(=O)Nc2cccc(F)c2)CC1)Nc1ccc(-c2ccccc2)cc1 | 1.3 | -1 | -2 | 22 | 19 | -2 | 11 | -1 | -4
CSc1cccc(CN2CCC(Oc3cccc(C(=O)N4CCCC4)c3)CC2)c1 | -0.7 | 17 | -1 | -4 | 17 | -1 | 4 | 4 | -4
CC1CC(=O)c2cnc(NCc3ccco3)nc2C1 (centres undefined) | -0.3 | 10 | -2 | -4 | 17 | 2 | 14 | 1 | -2
CCOC(=O)N1CCN(C(=O)CSc2nc(=O)n3cccc(C)c3n2)CC1 | 0.5 | 4 | 3 | -1 | 9 | 0 | 10 | -3 | -5
CCOC(=O)Cc1csc(NC(=O)COc2ccc(N(C)S(=O)(=O)c3ccc(C)cc3)cc2)n1 | -1.5 | 22 | 1 | 22 | 5 | -2 | 28 | 29 | -6
Cc1cc(C)n(C(=O)CNC(=O)c2cccc(F)c2)n1 | 3.0 | 10 | 1 | -8 | -3 | -2 | 0 | 8 | -1
O=C(O)C1CC(=O)N(c2ccc(Br)cc2)C1 (centres undefined) | -0.4 | 3 | -1 | -2 | 9 | -2 | 5 | -9 | -3
CC1=C(C(=O)OCCNC(=O)c2cccnc2)C(c2cccc([N+](=O)[O-])c2)C(C(=O)OCCN(C)C)=C(C)N1 (centres undefined) | -0.5 | -4 | -4 | 10 | 14 | -2 | 12 | 2 | 2
COc1cc(OC)cc(OC(=O)c2cccc(S(=O)(=O)N3CCN(C)CC3)c2)c1 | 0.3 | 22 | · | 14 | 9 | 0 | 30 | 1 | -6
C=C(C(=O)O)C1CCC2(C)CCCC(C)(O)C2C1 (centres undefined) | -1.4 | -25 | -2 | 10 | 1 | 0 | 3 | 1 | -2
CCn1c(SCC(=O)c2ccc3c(c2)Cc2ccccc2-3)nnc1-c1ccc(N)cc1 | -1.9 | 30 | 1 | -23 | 39 | -3 | -21 | -5 | 1
CCOC(=O)C1=C(C)NC(SCC(N)=O)=C(C#N)C1c1cccs1 (centres undefined) | -1.4 | 14 | -1 | 26 | 1 | 2 | -4 | 10 | -3
O=C(NC(=S)Nc1ccc2[nH]c(=O)[nH]c2c1)c1ccccc1[N+](=O)[O-] | -0.8 | -1 | 1 | 14 | 9 | -2 | -4 | -4 | 2

Following part:
SMILES | CHOP UPR activ | tim10-1 inh | NR3A LBD binder | Mdm2-MdmX inh | NALP3 yeast inh | UPR XBP1 act | tim23-1 inh | TIM10 inh | APJ ag
CC1CN(C(=O)COC(=O)COc2ccc(C#N)cc2)CC(C)O1 (centres undefined) | -0.6 | -4 | 0 | -20 | -4 | 1 | 7 | 6 | -5
CCCCn1c(-c2cccc(F)c2)nc2c1c(=O)[nH]c(=O)n2CC(C)C | 1.1 | -8 | 2 | 19 | -3 | 1 | 5 | 18 | -4
COc1ccc(NC(=O)CSCc2ccccc2C)cc1 | 1.7 | 11 | 7 | -37 | 11 | -3 | 15 | 9 | 0
COc1ccccc1C(=O)NCCCn1cc(Br)c(C)n1 | -2.7 | 24 | -3 | 10 | 13 | 3 | 11 | 0 | -4
Cc1ccccc1CC(=O)NC1CCN(Cc2ccccc2)CC1 | -0.9 | -26 | 0 | -9 | 24 | -5 | -9 | -27 | 1
Cc1cc(=O)[nH]c(SCC(=O)Nc2ccccc2C#N)c1C#N | 0.8 | 7 | -2 | 19 | -8 | -3 | 15 | 2 | -2
CC1(C)CC[C@]2(C(=O)O)CC[C@]3(CO)C(=CCC4[C@@]5(C)C[C@H](O)[C@H](O)[C@@](C)(C(=O)O)C5CC[C@]43C)[C@@H]2C1 (some centres undefined) | -1.4 | 11 | 14* | 4 | 8 | 2 | 1 | 1 | 1
O=[N+]([O-])c1cccc(/C=N\N2CCN(Cc3ccccc3Cl)CC2)c1 | 2.0 | 39 | -5 | -16 | -29 | 1 | 25 | 4 | -1
Cc1cc(C)cc(NC(=O)C2CCCN2/C=C/C(=O)C(F)(F)F)c1 (centres undefined) | 0.3 | -4 | 13* | -2 | 2 | -3 | 1 | -7 | -4
COc1cccc(NC(=S)NCc2ccncc2)c1 | 0.6 | 11 | 0 | 4 | -1 | -1 | 8 | 3 | 0
O=c1nc(SCc2cccc(C(F)(F)F)c2)nc2ccccn12 | -0.6 | -7 | -3 | 1 | 0 | 0 | 17 | 6 | -5
NC(=O)CC(NC(=O)c1cccc(Br)c1)c1ccc(NCC2CC2)c([N+](=O)[O-])c1 (centres undefined) | 0.6 | -6 | -2 | 10 | 15 | -5 | 13 | -6 | -5
CCc1ccc(-c2nc(SCC(=O)NC3CCS(=O)(=O)C3)n[nH]2)cc1 (centres undefined) | 1.2 | 1 | 1 | -4 | 6 | -4 | 6 | -4 | -6
CC(=O)/C=C\c1ccccc1OC(=O)c1cc2ccccc2oc1=O | 2.1 | 20 | 1 | 4 | 14 | -4 | 49 | 14 | -4
Cc1cc(C)c(NC(=O)COC(=O)c2c(C)noc2C)c(Cl)c1 | -1.5 | -17 | -1 | 10 | 3 | -2 | -1 | 7 | -6
C=CCNC(=S)N/N=C(\C)c1cccc(OC)c1 | 0.5 | 27 | -2 | 12 | -1 | -2 | 44 | 41* | -1
Cc1ccc(C(=O)c2cc([N+](=O)[O-])ccc2N2CC(C)OC(C)C2)cc1 (centres undefined) | 0.1 | 22 | -1 | 42 | -5 | -2 | 15 | 21 | -3
COc1ccccc1CNC(=O)CC(NS(=O)(=O)c1ccc(C)cc1)c1ccco1 (centres undefined) | -1.4 | -2 | 0 | 22 | 19 | 2 | 9 | -8 | 0
CCCN(CC(=O)Nc1ccc(Cl)cc1Cl)C(=O)c1ccc(=O)[nH]c1 | 1.2 | 9 | 0 | 16 | 18 | -7 | 0 | 6 | 4
CC(C)(C)c1ccc(NC(=O)c2ccccc2)c([N+](=O)[O-])c1 | 3.5 | -11 | 1 | -112 | 41 | 6 | -2 | 6 | 1
COc1ccc(CC(=O)Nc2cc(Cl)ccc2O)cc1 | -0.9 | 15 | -2 | 15 | 18 | -1 | 4 | -4 | 6
COc1ccccc1NC(=O)c1ccc(COc2ccccc2OC)o1 | -1.5 | 41* | 0 | 12 | 10 | -1 | 25 | 25 | -5
O=C(c1cc(COc2ccc(F)c(F)c2)on1)N1CCSCC1 | 5.3 | 5 | 5 | -22 | 28 | 2 | 24 | -2 | -4
Cc1ccc([N+](=O)[O-])cc1NC(=O)CN(C(=O)c1ccc(Cl)cc1)C1CCCCC1 | 0.2 | 31 | -9 | 15 | 11 | -5 | 34 | 36 | -3
CC(C)CNC(=O)c1cccc(NC(=O)CSc2ccccc2)c1 | 2.4 | 1 | -1 | 14 | 7 | -1 | 10 | 4 | -1

Profiles as entered above. Order of values: CHOP UPR activ, tim10-1 inh, NR3A LBD binder, Mdm2-MdmX inh, NALP3 yeast inh, UPR XBP1 act, tim23-1 inh, TIM10 inh, APJ ag
COc1ccccc1NC(=O)c1ccc(COc2ccccc2OC)o1 across the screens: -1.5, 41*, 0, 12, 10, -1, 25, 25, -5
Cc1ccc([N+](=O)[O-])cc1NC(=O)CN(C(=O)c1ccc(Cl)cc1)C1CCCCC1 across the screens: 0.2, 31, -9, 15, 11, -5, 34, 36, -3

NR3A LBD binder: hit marks shown above
canonical_smiles | NR3A LBD binder | Mdm2-MdmX inh | NALP3 yeast inh | UPR XBP1 act | APJ ag
COC(=O)C1=C(C)N(CCc2ccccc2)C(=O)/C1=C\c1ccco1 | 19* | 1 | 10 | 0 | -3
CC1(C)CC[C@]2(C(=O)O)CC[C@]3(CO)C(=CCC4[C@@]5(C)C[C@H](O)[C@H](O)[C@@](C)(C(=O)O)C5CC[C@]43C)[C@@H]2C1 (some centres undefined) | 14* | 4 | 8 | 2 | 1
Cc1cc(C)cc(NC(=O)C2CCCN2/C=C/C(=O)C(F)(F)F)c1 (centres undefined) | 13* | -2 | 2 | -3 | -4

The results go on:
SMILES | CHOP UPR activ | tim10-1 inh | NR3A LBD binder | Mdm2-MdmX inh | NALP3 yeast inh | UPR XBP1 act | tim23-1 inh | TIM10 inh | APJ ag
CCOc1ccc(NC(=O)CN(C)C(=O)c2ccc(=O)[nH]c2)cc1OCC | 3.8 | -7 | 0 | -9 | 8 | -1 | -6 | 13 | 1
Cc1c(O)c(CN2CCCCC2)cc2c3c(c(=O)oc12)CCC3 | 0.6 | 16 | -1 | 14 | 23 | -4 | -2 | -14 | -5
COc1ccc(C(=O)OCC(=O)c2cc(C)n(CC3CCCO3)c2C)cc1[N+](=O)[O-] (centres undefined) | -1.0 | 44* | -9 | 3 | 10 | 1 | 34 | 8 | -3
COc1ccc(NC(=O)C(c2ccccc2)c2ccccc2)cn1 | -0.8 | 21 | 2 | 14 | -14 | -3 | 19 | 9 | -1
CCOc1ccccc1CN1CCC(n2nccc2NC(=O)CCc2ccccc2)CC1 | 3.0 | 0 | 0 | 21 | 15 | -5 | -16 | -5 | -4
O=C(NCC12CC3CC(CC(C3)C1)C2)c1cc2n(n1)C(C(F)(F)F)CC(c1ccco1)N2 (centres undefined) | -1.1 | 14 | -6 | 35 | 11 | -4 | 8 | 32 | -6

Screening data deposited in PubChem BioAssay by Sanford-Burnham Center for Chemical Genomics.
